Compound activity (PubChem)
MBNL1-CUG inh = qHTS Assay for Inhibitors of MBNL1-poly(CUG) RNA binding; 0.036% of 280,000 active; TR-FRET MBNL1-His/biotin-(CUG)12 binding, 665/545 ratio; AID 2675, 2010; Muscleblind-like protein 1 (Homo sapiens), Q9NR56; Potency, µM (highest dose often 57.5 µM), for inactives: at the highest dose activity change, negative = inhibition, most hits filed as inhibitors; active = well fitted inhibition curve with a large enough effect in the signal ratio, with a control signal flat, not every such curve was filed as active; inconclusive = small, poorly fitted or top-dose-only effect, or effect the other way, or a change in a side signal; inactive = no such curve, though single readings can be large or run the other way; the % refers to the signal ratio; note: potency is the fitted concentration of half-maximal effect; % is set by controls: 0 for no effect and ±100 for the full control effect
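Inhibition of protein-RNA binding appears as loss of TR-FRET between terbium anti-His antibody on MBNL1-His and streptavidin-XL665 on biotin-(CUG)12. Activity is normalized to buffer-only and uninhibited-complex controls.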
MLL CXXC-DNA inh = qHTS Fluorescence Polarization Assay for Inhibitors of MLL CXXC domain - DNA interaction | Histone-lysine N-methyltransferase 2A (Homo sapiens), Q03164 | 0.037% of 290,000 active | MLL-CXXC / FITC-HOXA9 DNA fluorescence polarization | Potency, µM (highest dose often 115 µM), for inactives: at the highest dose activity change, negative = inhibition, actives largely listed as inhibitors; active = well fitted inhibition curve with a large enough effect in the polarisation, with a control signal flat, not every such curve was filed as active; inconclusive = small, poorly fitted or top-dose-only effect, or effect the other way, or a change in a side signal; inactive = no such curve, though single readings can be large or run the other way; the % refers to the polarisation; note: potency is the fitted concentration of half-maximal effect
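Fluorescence polarization: 7 uM MLL-CXXC (stock) preincubated 5 min with compounds, then 50 nM fluorescein-HOX-A9 DNA (stock) added; 30 min ambient. Buffer 50 mM Tris-HCl pH 7.5, 50 mM NaCl, 1 mM DTT, 0.05% BSA.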
Coupling enz = qHTS Assay for Inhibitors of Fructose-1,6-bisphosphate Aldolase from Giardia Lamblia: Coupling assay counterscreen; coupling enzyme system counterscreen, AmpLite Red fluorescence; activity change, negative = inhibition, % at 58.2 µM, hits read low; 0.67% of 290,000 active; in the data active = activity change below about -30%; note: % is set by controls: 0 for no effect and ±100 for the full control effect
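Counterscreen of the coupled detection system alone, without aldolase: glyceraldehyde-3-phosphate coupling enzymes plus AmpLite Red readout. Compounds at 57.5 uM final, 10 min RT preincubation, 20 min RT reaction, fluorescence 525/598 nm.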
ASM inhibitor = Inhibitors of Secretory Acid Sphingomyelinase (S-ASM): qHTS | Sphingomyelin phosphodiesterase (Homo sapiens), P17405 | placental ASM, HMU-PC fluorogenic substrate, 60 min | Potency, µM (doses to about 57.5 µM), inactives show at the highest dose activity change, negative = inhibition, most hits filed as inhibitors | 0.006% of 340,000 active | AID 504937, 2011; note: potency is the fitted concentration of half-maximal effect
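HMU-PC0 cleavage (9 uM final) by human placental ASM, 60 min at 37 °C following 10 min compound exposure at RT; stopped at pH 10, fluorescence Ex 386/Em 447 nm.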
GALK inh = qHTS Assay for Inhibitors of Human Galactokinase (GALK); P51570; Purified GALK, Kinase-Glo residual ATP luminescence; Potency, µM (titrated, usually from 57.5 µM), without a hit: at the highest dose activity change, negative = inhibition, usual class: inhibitors; 0.007% of 270,000 active; note: potency is the fitted concentration of half-maximal effect; % is set by controls: 0 for no effect and ±100 for the full control effect
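5 nM enzyme, 35 uM ATP, 100 uM galactose, 20 mM HEPES pH8.0, 5 mM MgCl2; 1 h RT; residual ATP by Kinase-Glo Plus luminescence, qHTS format.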
hERG WT inh = qHTS for Inhibitors of KCHN2 3.1: Wildtype qHTS; U2OS, BacMam KCNH2, thallium flux FluxOr; hits give low values; activity change, % at 1.84 µM; 0.37% of 340,000 active; AID 720551, 2013;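 active = maximum activity change below -70%; inconclusive = maximum activity change between -70% and -50%; inactive = maximum activity change above -50%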; note: % is set by controls: 0 for no effect and ±100 for the full control effect
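U2OS cells transduced with wild-type KCNH2 virus are loaded with FluxOr dye for 45 min, and thallium flux is measured in kinetic reads before and after stimulation buffer. Rate constants are normalized to DMSO controls.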
a7 integrin act = qHTS for Activators of Integrin-Mediated Alleviation for Muscular Dystrophy. Potency, µM (doses to about 38.3 µM), inactives show at the highest dose activation, hits mostly activators. 0.064% of 350,000 active. alpha7betagal myoblasts, beta-gal FDG fluorescence, 48 h;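 note: potency is the fitted concentration of half-maximal effect; 100% = response of the positive control SU9516; nearly all actives have a fitted effect of over 60% in size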
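alpha7betagal+/- myoblasts (passage 13, 250/well) treated 48 h at 37C with compounds at 1:260 dilution of DMSO stock. Lysed, then beta-galactosidase activity read as FDG fluorescence (ex 480/em 540) after 30 min, with pre-read for autofluorescence.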
AT treatment = qHTS Assay for Identifying a Potential Treatment of Ataxia-Telangiectasia; […] A-T fibroblasts, KAP-1 phosphorylation AlphaLISA; neocarzinostatin DNA damage 30 min before lysis; Potency, µM (highest dose often 57.5 µM), for the others: at the highest dose activation, most hits filed as activators; 0.19% of 320,000 active; AID 485349, 2010; note: potency is the fitted concentration of half-maximal effect; % of control where 0% means no effect; nearly all actives have a fitted effect of over 45% in size
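ATM-like activity read as KAP-1 phosphorylation via AlphaLISA donor/acceptor antibody pairs after lysis and 6 hr at 25C. Cells were ATM-null patient fibroblasts ([…], hTERT), dosed 60 min, then exposed to the DSB inducer NCS for 30 min.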
TRPV1 ag = HTS Assay for Compounds that Act as Agonists of the Vanilloid Receptor 1; Transient receptor potential cation channel subfamily V member 1 (Homo sapiens), Q8NER1; TRPV1-expressing cells, Fluo-8 calcium influx, agonist mode; activation, % at 8.33 µM; 0.19% of 320,000 active; AID 540275, 2011; in the data active = activation above about 80%; inconclusive = between about 30% and that limit; note: 0% is about no effect
Target sequence (Q8NER1 whole entry, looked up): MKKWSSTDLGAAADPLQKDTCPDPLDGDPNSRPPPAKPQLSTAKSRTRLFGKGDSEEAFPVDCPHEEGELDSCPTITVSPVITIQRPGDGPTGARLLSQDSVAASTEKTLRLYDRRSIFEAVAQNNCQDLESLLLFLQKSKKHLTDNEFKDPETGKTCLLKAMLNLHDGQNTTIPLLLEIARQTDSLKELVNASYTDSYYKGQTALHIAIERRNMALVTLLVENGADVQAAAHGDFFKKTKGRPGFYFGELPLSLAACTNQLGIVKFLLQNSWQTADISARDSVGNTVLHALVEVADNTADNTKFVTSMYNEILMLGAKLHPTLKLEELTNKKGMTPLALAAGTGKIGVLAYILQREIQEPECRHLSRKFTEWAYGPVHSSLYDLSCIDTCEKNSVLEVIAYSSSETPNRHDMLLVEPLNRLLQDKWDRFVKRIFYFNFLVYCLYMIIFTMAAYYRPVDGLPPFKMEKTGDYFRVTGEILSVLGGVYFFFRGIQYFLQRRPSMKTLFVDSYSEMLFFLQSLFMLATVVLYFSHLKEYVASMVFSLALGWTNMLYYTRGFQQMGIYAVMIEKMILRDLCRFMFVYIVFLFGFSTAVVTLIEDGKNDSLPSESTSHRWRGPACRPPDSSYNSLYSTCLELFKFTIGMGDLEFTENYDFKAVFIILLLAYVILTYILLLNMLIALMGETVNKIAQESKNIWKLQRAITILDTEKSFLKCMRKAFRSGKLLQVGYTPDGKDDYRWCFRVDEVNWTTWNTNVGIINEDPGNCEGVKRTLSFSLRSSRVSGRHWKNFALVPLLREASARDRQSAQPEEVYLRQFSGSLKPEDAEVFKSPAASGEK
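Cells expressing TRPV1 were dye-loaded with Fluo-8 and read kinetically: 10 s baseline, 3 min after compound (agonist portion), then 2 min after EC20 capsaicin (allosteric enhancer portion). Calcium-bound dye fluorescence at 480/520 nm.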
KCNH2 3.1 block = qHTS for Inhibitors of KCHN2 3.1: Mutant qHTS | U2OS KCNH2 3.1, thallium flux FluxOr; hits give low values | activity change, % (tested at about 1.8 µM) | 0.95% of 340,000 active | AID 720553, 2013;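 active = maximum activity change below -70%; inconclusive = maximum activity change from -70% to -50%; inactive = maximum activity change above -50%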;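 note: thallium influx rate constant from kinetic fluorescence after stimulation buffer; % is set by controls: 0 for no effect and ±100 for the full control effect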
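U2OS cells transduced with KCNH2 3.1 mutant virus (1.77 x 10^8 /mL, 4 h), plated overnight at 37 C, loaded 45 min with FluxOr dye plus Red40 quencher. Thallium flux rate constant from kinetic reads after stimulation buffer, normalised to controls.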
Numbers without * were called inactive; i = inactive; ? = inconclusive; . = no result given; & = joins results of further samples; [ ] = remark or other dose. Unless noted, calls come from the whole dose curve; as a rule, active = well fitted curve in the direction sought with a large enough effect; inconclusive = small, poorly fitted or top-dose-only effect, or another doubt; inactive = no such curve, though single readings can be large; an effect the other way counts as inactive or inconclusive.

The opening five compounds, to show the layout:
Structure	MBNL1-CUG inh	MLL CXXC-DNA inh	Coupling enz	ASM inhibitor	GALK inh	hERG WT inh	a7 integrin act	AT treatment	TRPV1 ag	KCNH2 3.1 block
CN(C)/C=C/C(=O)c1ccc([N+](=O)[O-])c(CS(=O)(=O)c2ccc(Cl)cc2)c1	?	2%	-3	-8%	.	-9	0%	-17%	-2	-17
O=C(CCCSc1nc2ccccc2[nH]1)NCc1ccccc1	-9%	-6%	-4	5%	0%	12	-7%	0%	14	20
CC(C)N1CCN(c2ccc(S(=O)(=O)N3CCOCC3)cn2)CC1	-3%	6%	.	8%	3%	-1	-50%[inhibitor]	0%	0	2
CCOC(=O)c1c(N)sc(C(=O)N(C)C)c1C	5%	15%	1	1%	8%	-14	20%	-1%	1	4
Cc1cc2c(cc1S(=O)(=O)CCC(=O)NC1CCC(C)CC1)OCC(=O)N2 (stereo not given)	-13%	.	2	2%	.	-1	-15%	-4%	-4	-37

Main list, from the start:
Structure	MBNL1-CUG inh	MLL CXXC-DNA inh	Coupling enz	ASM inhibitor	GALK inh	hERG WT inh	a7 integrin act	AT treatment	TRPV1 ag	KCNH2 3.1 block
CN(C)/C=C/C(=O)c1ccc([N+](=O)[O-])c(CS(=O)(=O)c2ccc(Cl)cc2)c1	?	2%	-3	-8%	.	-9	0%	-17%	-2	-17
O=C(CCCSc1nc2ccccc2[nH]1)NCc1ccccc1	-9%	-6%	-4	5%	0%	12	-7%	0%	14	20
CC(C)N1CCN(c2ccc(S(=O)(=O)N3CCOCC3)cn2)CC1	-3%	6%	.	8%	3%	-1	-50%[inhibitor]	0%	0	2
CCOC(=O)c1c(N)sc(C(=O)N(C)C)c1C	5%	15%	1	1%	8%	-14	20%	-1%	1	4
Cc1cc2c(cc1S(=O)(=O)CCC(=O)NC1CCC(C)CC1)OCC(=O)N2 (stereo not given)	-13%	.	2	2%	.	-1	-15%	-4%	-4	-37
CN(CC(=O)Nc1ccc(S(N)(=O)=O)cc1)C1CCCCC1	-1%	3%	-2	-1%	8%	8	5%	-7%	1	-4
COc1ccc(C(=O)N2CCN(C(=O)C3CCCO3)CC2)cc1[N+](=O)[O-] (stereo not given)	.	.	.	6%	.	4	-6%	4%	.	10
Cc1cccc(NCCC(=O)c2ccc(Br)cc2)c1	6%	23%	-2	-5%	-2%	9	-38%	-11%	?	-13
Cc1nc(Cl)c2c(n1)N(CC(N)=O)C(=O)CO2	-4%	1%	-2	-3%	-4%	-2	3%	30%	5	23
CN(C)C(=O)c1cc(C(=O)c2ccc(C(F)(F)F)cc2)c[nH]1	-11%	4%	1	-1%	5%	-1	6%	-5%	13	-3
CCN(CC)c1ccc(/C=N/NC(=O)C2CC2)cc1	?	-23%	0	201%[activator]	-8%	-20	-1%	-3%	12	-6
C1=CC2CCC1ON2c1ccccc1 (stereo not given)	.	-4%	-4	2%	-1%	-7	14%	5%	-1	16
Cc1ccnc(NS(=O)(=O)c2ccc(NC(=O)c3ccc(S(=O)(=O)N(C)C)cc3)cc2)n1	-9%	-1%	3	7%	0%	.	?	3%	-1	2
CCc1ccc(C(=O)/C=C/Nc2ccc(S(=O)(=O)Nc3cnc4ccccc4n3)cc2)cc1	6%	?	0	150%&112%[activator]	-3%	4&-1	8%&8%	14%	-1	1&6
Cc1cnc(NC(=O)/C=C/c2ccc(Br)o2)s1	.	-8%	0	-2%	-2%	-3	-2%	-2%	-2	15
Cc1cc(O)c(C2(O)C(=O)Nc3cc(Br)ccc32)cc1C (stereo not given)	17%	-1%	0	-4%	-1%	5	-66%[inhibitor]	24%	2	-4

Next compounds.
Structure	MBNL1-CUG inh	MLL CXXC-DNA inh	Coupling enz	ASM inhibitor	GALK inh	hERG WT inh	a7 integrin act	AT treatment	TRPV1 ag	KCNH2 3.1 block
CC(NC(=O)CNC(=O)c1sc2ccccc2c1Cl)c1ccc(S(N)(=O)=O)cc1 (stereo not given)	.	.	.	2%	.	-13	1%	-7%	0	-4
Cc1cc(C)n(-c2ncc(-c3ccccc3)nn2)n1	?	-2%	1	-1%	4%	-10	-16%	1%	9	-8
O=C(CSc1nnc2scc(-c3ccccc3)n12)Nc1ccc2c(c1)OCCO2	-1%	3%	15	0%	0%	-15	-3%	2%	0	6
C=CCn1c(SCn2nnc3ccccc3c2=O)nnc1C1CCCCC1	6%	4%	0	0%	7%	10	-8%	4%	2	4
Cc1ccc(Nc2nc3ccccc3nc2-n2nc(C)cc2C)cc1	?	2%	1	105%[activator]	0%	38	18%	7%	-1	2
O=C(CN1CCN(Cc2ccc(F)cc2Cl)C1=O)NCCc1ccccc1	-10%	-5%	4	5%	2%	18	15%	-11%	-1	-6
CCCSc1ccc(-c2nn(-c3ccccc3)cc2/C=C(/C#N)C(=O)NCCCOC)cc1	.	4%	2	8%	0%	-2	8%	6%	?	22
Cn1c(=O)n(C)c2cc([N+](=O)[O-])c(N3CCN(S(C)(=O)=O)CC3)cc21	?	0%	0	-1%	2%	-9	25%	0%	0	28
Clc1nc(NCc2cccnc2)nc(N2CCOCC2)n1	12%	6%	4	-1%	-2%	-11	-14%	0%	3	5
O=C(COC(=O)Cc1ccccc1F)Nc1ccc(Cl)cn1	-11%	3%	5	1%	-3%	1	-11%	5%	-2	5
O=C(CCCN1C(=O)/C(=C/c2ccc(F)cc2)SC1=S)NC1CCS(=O)(=O)C1 (stereo not given)	?	-2%	1	-15%	-5%	0	-51%[inhibitor]	-8%	2	6
O=C(CCn1c(=O)sc2ccccc21)NCCCn1ccnc1	-16%	1%	2	2%	-2%	-8	3%	4%	-2	10
O=C(CCNS(=O)(=O)c1ccccc1)NNC(=O)c1csc(N2CCOCC2)n1	.	.	.	.	.	5	28%	0%	2	-3
O=C(COC(=O)c1cc(=O)c2ccccc2o1)NC1CCCC1	.	11%	-2	-3%	9%	i	-6%	9%	2	9
O=C(c1ccc(Cl)c(S(=O)(=O)N2CCOCC2)c1)N1CCN(c2ccccn2)CC1	.	.	.	-1%	.	-6	21%	3%	6	-1
COc1ccc(S(=O)(=O)N2CCOC2CNC(=O)C(=O)NCCc2ccccc2)cc1C (stereo not given)	-10%	.	0	-1%	.	11	-30%	-14%	-4	9
CCC(=O)Nc1ccc(NC(=O)c2cccc(OC)c2)nc1	-15%	0%	-1	-1%	3%	0	-17%	2%	2	-2
c1coc(-c2nc3nc4ccccc4nc3n2-c2ccc3c(c2)OCCO3)c1	10%	1%	-1	2%	2%	19	2%	-13%	-6	-3
Cn1nnc(C(O)CNCc2ccc(Cl)cc2)n1 (stereo not given)	-16%	4%	3	1%	-3%	2	17%	-1%	3	-6
Cc1cc2cc(CN(Cc3cccs3)Cc3nnnn3CC3CCCO3)c(=O)[nH]c2cc1C (stereo not given)	6%	-3%	1	-11%	-5%	-9	-22%	7%	5	18
CC(C)C(=O)N1CCC(n2nccc2NC(=O)CCc2ccccc2)CC1	0%	18%	4	3%	-1%	9	10%	-7%	-3	4
CC1(C)Cc2c(C#N)c(N)sc(=S)c2CS1	?	8%	-44*	3%	0%	12	14%	-3%	-2	4
CCOC(=O)c1n[nH]n2c1nc(=O)c1ccccc12	-1%	2%	-5	72%[activator]	0%	6	-16%	4%	-1	-2
CCOC(=O)N1CCN(Cc2cccs2)CC1	3%	1%	2	1%	-2%	-5	-16%	3%	2	-5
